hgDAF12 agonist: agonists of H. glycines DAF-12 nuclear receptor; activation, % at 6.8 µM; AID 687014; 1.8% of 370,000 active; HEK293 GAL4-hgDAF12 UAS-luciferase reporter, agonist luminescence; normalized to butyrate control;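 active means activation above a cutoff set at the mean of all screened compounds plus 3 SD, cut at about 10% in these data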;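 further: 0% = DMSO wells and 100% = sodium butyrate wells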
DAX1 inh-1: NR0B1 (DAX1) inhibition. AID 504766. inhibition, % at 6.75 µM. P51843. HEK293 Gal4-DAX1 luciferase reporter, luminescence. 0.99% of 340,000 active;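 active means inhibition above the mean over all tested compounds plus 3 SD, cut at about 4.2% in these data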;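 further: 0% = DAX1-transfected cells with DMSO and 100% = empty-vector control cells with DMSO; inhibition shows as a rise in luminescence from relieved DAX1 repression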
Target sequence (P51843 207-470 limits assumed): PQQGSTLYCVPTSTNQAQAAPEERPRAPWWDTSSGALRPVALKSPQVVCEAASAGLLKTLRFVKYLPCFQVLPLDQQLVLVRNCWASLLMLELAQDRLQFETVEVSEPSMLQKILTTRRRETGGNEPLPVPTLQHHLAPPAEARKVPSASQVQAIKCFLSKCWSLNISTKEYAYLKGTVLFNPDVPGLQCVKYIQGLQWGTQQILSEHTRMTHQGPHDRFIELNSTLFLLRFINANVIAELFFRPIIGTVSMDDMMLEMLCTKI
HGIII-sPLA2 inh: Inhibits HGIII-sPLA2 liposome hydrolysis, primary screen; AID 743126; Q9NZ20; inhibition, % at 12.2 µM; 0.56% of 370,000 active; QFRET BODIPY PC-A2 liposome hydrolysis, fluorescence;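 active means inhibition above mean plus 3 SD of compounds lying within the high and low control bounds, cut at about 19% in these data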;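 further: 0% = median of test compound wells and 100% = no enzyme DMSO wells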
Target sequence (Q9NZ20 whole entry, looked up): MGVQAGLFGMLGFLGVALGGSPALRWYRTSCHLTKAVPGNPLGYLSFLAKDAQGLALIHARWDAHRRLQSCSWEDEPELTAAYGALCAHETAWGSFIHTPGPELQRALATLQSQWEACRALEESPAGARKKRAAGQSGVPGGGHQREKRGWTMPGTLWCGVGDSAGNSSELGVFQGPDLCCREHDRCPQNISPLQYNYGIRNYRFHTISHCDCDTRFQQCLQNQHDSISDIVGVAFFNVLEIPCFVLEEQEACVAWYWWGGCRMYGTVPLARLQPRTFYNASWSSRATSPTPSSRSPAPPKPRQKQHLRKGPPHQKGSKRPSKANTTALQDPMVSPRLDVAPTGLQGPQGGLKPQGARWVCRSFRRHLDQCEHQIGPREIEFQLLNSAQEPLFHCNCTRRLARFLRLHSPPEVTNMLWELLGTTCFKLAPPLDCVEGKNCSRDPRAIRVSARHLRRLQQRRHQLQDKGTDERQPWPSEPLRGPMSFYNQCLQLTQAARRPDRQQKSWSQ
ssDAF12 agonist: activators of S. stercoralis DAF-12 nuclear receptor | 1% of 370,000 active | activation, % at 6.8 µM | AID 652126 | HEK293 ssDAF-12/GRIP1 lit1-tk-luc reporter, luminescence; % of 3 µM dafachronic acid response;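 active means activation above the mean over all tested compounds plus 3 SD, cut at about 0.9% in these data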;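 further: 0% = DMSO-only wells and 100% = 3 µM delta7-dafachronic acid wells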
NPR2 activator: GC-B (human) receptor activation; P20594; HEK293-GC-B cells, CNP EC30, cGMP TR-FRET; 0% at EC30 CNP, 100% saturating CNP; activation, % at 10 µM; 0.11% of 370,000 active; AID 1920062;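 active means activation at 10 µM reaching about 35% in either raw or pattern-adjusted values, limit read from the data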
hcDAF-12 act: activates DAF-12 receptor from parasite H. contortus | HEK293 hcDAF-12 lit1-tk-luc reporter, luminescence; 0% DMSO, 100% Δ7-dafachronic acid | 1.4% of 370,000 active | activation, % at 6.8 µM | AID 652067;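 active means activation above the mean of all tested compounds plus 3 SD, cut at about 5.5% in these data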;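 further: 100% = response to 3 µM Δ7-dafachronic acid high control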
SMARCA2 act: SMARCA2 function activation, primary screen; AID 652017; 1% of 370,000 active; activation, % at 9.1 µM; MG213 cells, MMTV-luciferase reporter, dexamethasone, overnight; in the data active means activation above about 7.8%;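 further: 0% = vehicle wells and 100% = reference activator wells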
DAX1 inh-2: DAX1 (NR0B1) inhibition, primary screen; HEK293T StAR-luciferase reporter, SF-1/DAX-1 repression relief; inhibition, % at 6.8 µM; 1.1% of 370,000 active; AID 652010;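 active means inhibition above the mean over all tested compounds plus 3 SD, cut at about 3.6% in these data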;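 further: 0% = DAX-1 cells with DMSO and 100% = cells lacking DAX-1 with DMSO; higher inhibition means more luminescence from relief of DAX-1 repression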
ADAM10 inh: ADAM10 inhibition, QFRET primary screen; AID 720582; 0.62% of 370,000 active; inhibition, % at 7 µM; O14672; recombinant ADAM10, EDANS/DABCYL FRET peptide cleavage, 3 h;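 active means inhibition above a per-campaign cutoff equal to the mean of compounds falling between control-based bounds plus 3 SD, cut at about 20% in these data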;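 further: 0% = DMSO wells while the 100% control is not disclosed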
FXN GAA850 act: activators of GAA850 frataxin (FXN) promoter | HEK293 lucGAA850 FXN promoter luciferase reporter, 24 h; percent of 10 µM SAHA response | activation, % at 6 µM | 0.56% of 360,000 active | AID 540364;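 active means activation above the average of all compounds screened plus 3 SD, cutoff fixed separately per campaign, cut at about 7.5% in these data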;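 further: 0% = DMSO wells and 100% = 10 µM SAHA wells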
NPR1 activator: GC-A (human) enzyme activation | P16066 | HEK293 GC-A cells, cGMP TR-FRET, EC30 ANP; 0% at EC30 ANP, 100% saturating ANP | activation, % at 10 µM | 0.14% of 370,000 active; in the data active means activation above about 40%
Active calls of the source: *; i = inactive; nt = no result given.

SMILES | hgDAF12 agonist | DAX1 inh-1 | HGIII-sPLA2 inh | ssDAF12 agonist | NPR2 activator | hcDAF-12 act | SMARCA2 act | DAX1 inh-2 | ADAM10 inh | FXN GAA850 act | NPR1 activator
O=C(NCC1CCCO1)C(c1cccs1)N(C(=O)c1ccc(CN2CCOCC2)o1)c1ccc(Cl)cc1 (stereo not given) | -2.9 | -0.4 | 0 | -0.8 | 0 | 2.1 | -3 | 0.2 | 9 | 0.7 | -2
COc1ccc(NC(=O)c2cccc(Oc3ccccc3)c2)cn1 | 1.7 | -0.8 | -1 | -1.1 | -5 | -1.8 | -2 | -0.9 | 8 | -1.9 | 0
COCCNC(=O)C(c1ccc(C)o1)N(C(=O)c1snc(C(N)=O)c1N)c1ccc(C)c(C)c1 (stereo not given) | 2.4 | 0.5 | -9 | -1.9 | -1 | -0.6 | 1 | 1.9 | -65 | 1.4 | -10
O=c1[nH]cnc2nc(-c3ccccc3)c(-c3ccccc3)nc12 | -0.6 | 2.1 | 1 | -1.3 | -13 | -0.9 | -7 | 0.3 | i | -0.6 | -7
COc1cc(NC(=O)c2cccnc2)c(Cl)cc1NC(=O)c1ccccc1 | 1.9 | 1.2 | 4 | 0.3 | 3 | 2.7 | -2 | 3.1 | -5 | 1.1 | 4
O=C(NCc1cccnc1)/C(=C/c1ccc(Cl)cc1)NC(=O)c1ccccc1 | -1.5 | 2.6 | -5 | -0.7 | -7 | -1.2 | -1 | -0.2 | -5 | -0.2 | 3
COc1ccc(C2Nc3ccccc3C(=O)N2c2ccc(Cl)cc2)cc1Cn1cc([N+](=O)[O-])cn1 (stereo not given) | 15* | 4.6* | 3 | -0.3 | -6 | 2.9 | 5 | 3.8* | -52 | 11* | -10
COc1ccc(/C=C\C(=O)NCC(=O)N/N=C/c2ccc(O)cc2O)cc1 | -1.8 | 0.5 | -25 | -2.0 | -1 | -0.4 | -3 | 0.6 | -21 | 1.2 | -4
CCC(C(=O)Nc1cnccn1)c1ccccc1 (stereo not given) | 3.5 | -0.7 | 4 | -0.7 | 2 | -1.1 | -1 | 0.4 | -4 | -0.2 | 1
O=C(N/N=C/c1ccncc1)c1cccc(S(=O)(=O)Nc2ccc(Cl)cc2)c1 | -0.1 | -0.3 | -19 | -1.8 | -8 | -1.4 | -2 | -0.1 | -6 | 0.8 | -6
O=C(NNC(=O)C1COc2ccccc2O1)c1cccc([N+](=O)[O-])c1 (stereo not given) | 0.1 | 0.6 | 1 | -0.2 | 0 | 0.4 | 2 | 0.0 | 6 | 1.2 | -1
CC1C/C(=N\NC(=S)NC(C)C)CC(C)(C)C1 (stereo not given) | -0.5 | -0.5 | 0 | -1.1 | 4 | -1.2 | 0 | -0.5 | 2 | 2.5 | 1
FC(F)(F)c1ccccc1-n1ccnc1 | 3.2 | -0.2 | -3 | -1.6 | 2 | -0.9 | -1 | 2.3 | -2 | 0.6 | 2
COc1ccc(S(=O)(=O)N(C)CC(=O)NC2CC2)cc1 | -2.0 | 1.3 | 2 | -1.9 | 0 | -0.9 | 3 | 0.3 | -1 | 0.5 | 6
O=C(Nc1ccc(-c2csc(Nc3ccc(Cl)cc3)n2)cc1)c1cccc(C(F)(F)F)c1 | -0.6 | nt | 11 | -1.5 | -6 | -2.0 | -2 | -1.0 | 10 | nt | -6
COc1cc(C(=S)N2CCOCC2)cc(OC)c1OC(=O)c1cccc(C)c1 | 0.4 | 0.8 | 7 | -1.7 | 0 | -1.1 | -2 | -0.3 | 11 | 2.3 | -3
NC(=O)c1oc2ccc(Cl)cc2c1NC(=O)CN1CCOCC1 | -2.7 | -0.5 | 3 | -1.6 | -5 | -2.4 | -1 | -0.6 | -19 | -0.2 | -1
CCCCCn1c(N)c(-c2nc3ccccc3o2)c2c([N+](=O)[O-])nn(C)c(=O)c21 | -2.6 | 0.6 | 4 | -0.8 | -9 | 2.1 | -3 | 0.1 | -57 | -0.7 | 6
COc1ccc(-c2nc3c(c(=O)[nH]c(=O)n3Cc3ccccc3)n2C)cc1 | 0.0 | -1.7 | 6 | -0.9 | 5 | -2.5 | 1 | -0.6 | -1 | 1.4 | 16
Cc1ccsc1/C=N/n1c(=S)[nH]nc(C)c1=O | -1.1 | -0.6 | 7 | 0.4 | -5 | -0.2 | -1 | 0.6 | 5 | -0.3 | -1
COC(=O)c1cc2occc2n1Cc1ccc(Cl)cc1 | -0.5 | -0.6 | -3 | -1.1 | -6 | -1.9 | -2 | -0.7 | 3 | -1.1 | -8
CCOC(=O)c1ccc(NS(=O)(=O)c2c(N)n(C)c(=O)n(C)c2=O)cc1 | 0.5 | -1.3 | 3 | -1.5 | -5 | -1.6 | 1 | -0.6 | 7 | 0.1 | -4
O=C(C1CCN(S(=O)(=O)c2cccc([N+](=O)[O-])c2)CC1)N1CCOCC1 | 0.3 | 1.1 | 0 | -1.3 | 5 | -1.7 | 3 | -0.3 | 4 | -0.3 | -4
C1CCCCCC(=NNc2nn[nH]n2)CCCCC1 | 2.0 | -1.0 | 2 | -0.6 | 2 | 1.1 | -4 | -0.5 | -2 | 1.1 | 2
CCn1c(C)c(C)c2cc(C(=O)N3CCN(c4ccccc4)CC3)ccc21 | 0.0 | 0.2 | -23 | -1.2 | -3 | 2.5 | 4 | 0.7 | -2 | 0.2 | 1
O=C(NCC(c1cccs1)N1CCc2ccccc21)c1ccccc1 (stereo not given) | 1.1 | -1.0 | 15 | -1.3 | -2 | -0.6 | -1 | -3.5 | 6 | -1.2 | -2
CC(C(=O)N1CCN(Cc2ccccc2)CC1)c1ccc([N+](=O)[O-])cc1 (stereo not given) | -4.2 | -0.1 | 1 | -1.1 | -2 | -1.6 | -4 | 0.3 | -5 | -0.3 | 1
O=C(CSc1ncccn1)NCc1ccc(Cl)cc1 | 5.6 | 1.2 | 2 | -0.8 | -8 | 1.3 | 2 | 0.8 | -3 | 1.7 | 4
COC(=O)N/N=C\c1c(C)nn(-c2ccccc2)c1Cl | 4.7 | 2.2 | -6 | -1.9 | -2 | 0.4 | 0 | 1.1 | 4 | 5.0 | 3
O=C1CC(c2ccc(F)cc2)Cc2nc(N3CCN(c4ccccc4)CC3)ncc21 (stereo not given) | 0.6 | 1.0 | -4 | -1.0 | -3 | -1.0 | 0 | 0.2 | -4 | 0.3 | 18
Cc1nc(C)n(C)c(=O)c1-c1ccccc1 | 0.7 | 0.3 | -1 | -1.5 | 9 | -1.4 | 2 | 0.2 | -5 | 0.7 | 6
O=C(CCCCn1c(=O)c2ccccc2n(Cc2ccc(F)cc2Cl)c1=O)NCc1ccco1 | -2.5 | 0.0 | -3 | -1.2 | 13 | -0.7 | 0 | -1.1 | -1 | 4.8 | 7
CCOc1ccc(NC(=O)c2ccc(NC(=O)COC(=O)Cc3ccc(OC)cc3)cc2)cc1 | 4.7 | 0.5 | -6 | -0.5 | 3 | -0.3 | 0 | 0.9 | -3 | 3.7 | 3
COCC(C)NC(=O)c1cc(-c2ccc(O)cc2)on1 (stereo not given) | 10 | 1.5 | -6 | -0.1 | -2 | 2.4 | 1 | 2.5 | -9 | 3.0 | 2
COc1ccc(N(CC(=O)N2CCN(c3ccccc3F)CC2)S(=O)(=O)c2c(C)n[nH]c2C)cc1 | -2.6 | -1.1 | -9 | -2.0 | -3 | -0.8 | -1 | -1.2 | 0 | 1.9 | -4
COc1ccc(OCc2cnc(Cl)s2)cc1 | 3.2 | 0.8 | 1 | -1.4 | -1 | -0.5 | 2 | 1.1 | 0 | 17* | -1
CC(C)(C)OC(=O)N1CC(O)CC1C(=O)OCC(=O)c1ccc(Cl)cc1 (stereo not given) | -2.7 | 1.7 | -4 | -1.5 | 6 | -1.3 | -3 | 0.1 | -11 | 3.5 | 3
CCC(C)[C@H](NC(=O)c1cc2cc(Cl)ccc2n1C)C(=O)N1CCC[C@H]1C(=O)O (stereo not given in full) | 1.0 | 2.1 | 5 | -1.6 | -7 | -1.9 | 1 | -0.2 | -24 | -0.6 | -3
O=C(NNC(=O)c1ccc(Br)s1)c1ccc(F)c(S(=O)(=O)N2CCOCC2)c1 | -0.1 | 1.0 | -12 | -1.6 | 6 | -0.5 | -1 | -0.6 | -11 | -0.4 | 1
CC1(C(=O)NCc2cccs2)Cc2c(-c3ccc(C(N)=O)cc3)ccnc2O1 (stereo not given) | 1.2 | nt | -2 | -1.2 | -12 | -1.3 | 1 | -2.8 | -15 | -3.1 | -17
COC(=O)C1CN(CC(C)C)CCS(=O)(=O)N1Cc1ccc(C)cc1 (stereo not given) | -0.7 | nt | 11 | -0.7 | -1 | -1.6 | -1 | -1.0 | -15 | nt | -8
CC(=O)Nc1cc2c(cc1C(=O)C(C)C)OCCO2 | 1.6 | -0.2 | 7 | -1.6 | 6 | -0.7 | 1 | 0.2 | -39 | 1.1 | -1
COc1ccc(NC(=O)c2cc(-c3cc(Cl)ccc3C)n[nH]2)c(OC)c1 | 0.8 | nt | -10 | -1.3 | 0 | -2.5 | -4 | 0.6 | 16 | 1.9 | 4
CCn1c2ccccc2n2c(=O)c(=O)n(CC(=O)Nc3ccc(C(C)C)cc3)nc12 | -0.5 | 1.0 | -8 | -0.4 | 0 | -0.5 | -2 | -0.8 | 0 | -1.4 | 3
Cc1nc2c(c(C)nn2-c2ccccc2)c(C)c1CCC(=O)Nc1ccc(CN2CCCC2)cc1 | 1.3 | -0.3 | -23 | -0.4 | -6 | 1.1 | 2 | -0.1 | -84 | 2.9 | -7
Cc1ccc(C)c(N2N=C(C(=O)OCC(=O)N(C)c3ccccc3)CCC2=O)c1 | -0.9 | 0.3 | 10 | -0.9 | -1 | -0.3 | 1 | 0.3 | -11 | -0.6 | 2
CC(C)c1cc(Cn2c3ccccc3c(=O)n2C(C)C)on1 | -0.3 | nt | 1 | -0.7 | -4 | -0.2 | -2 | -0.2 | -319 | nt | -2
O=C(c1ccccc1)n1ccc2ccc(-c3ccc4ccn(Cc5ccccc5)c4c3)cc21 | 11* | nt | -2 | -0.4 | -2 | 2.4 | -3 | -0.9 | -43 | nt | 12
CC(C)Nc1nc(SCC(=O)Nc2ccccc2)nc(N2CCOCC2)n1 | -2.4 | -0.8 | -10 | -0.6 | -3 | 0.5 | 1 | -0.5 | 4 | 5.3 | -5
CCn1c(COc2ccccc2)nnc1SCc1ccc(C#N)cc1 | -2.1 | -0.8 | -4 | -1.4 | 1 | -1.6 | -1 | 0.3 | 13 | -0.9 | -1

Assay outcomes from PubChem.
